Source: PubChem BioAssay
AmpC inh detg – inhibitors of E. coli AmpC beta-lactamase with detergent; 370,000 compounds, 0.041% hits; AmpC hydrolysis of nitrocefin, absorbance 480 nm, 0.01% Triton; AID 485294; Potency, µM (highest dose often 114 µM), inactives show at the highest dose activity change, negative = inhibition, usual class: inhibitors; P00811;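 further: potency means the concentration at half of the fitted maximal effect; 0% = no-compound wells and -100% = no-enzyme wells; nearly all actives have a fitted effect of over 25% in size; some results filed as inactive show a strong effect at the top dose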
Target sequence (P00811 whole entry, looked up): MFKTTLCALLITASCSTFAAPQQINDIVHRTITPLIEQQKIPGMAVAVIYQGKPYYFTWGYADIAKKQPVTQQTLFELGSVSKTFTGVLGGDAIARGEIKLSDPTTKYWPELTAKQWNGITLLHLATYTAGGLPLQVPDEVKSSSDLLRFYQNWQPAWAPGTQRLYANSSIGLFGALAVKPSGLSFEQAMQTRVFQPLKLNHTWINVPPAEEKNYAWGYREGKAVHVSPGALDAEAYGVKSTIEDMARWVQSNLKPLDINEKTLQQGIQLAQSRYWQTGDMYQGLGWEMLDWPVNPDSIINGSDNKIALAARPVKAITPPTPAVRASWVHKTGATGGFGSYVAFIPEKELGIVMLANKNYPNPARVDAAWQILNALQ
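20 mM phosphate pH 7.0 + 0.01% (detergent screen) or 0.0001% Triton X-100; 5.3 nM AmpC reagent; cpd preinc 15 min RT; nitrocefin (800 uM stock) to start; A480 q20 s × 4 min; Activity was normalised to no-enzyme and no-compound control wells.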
AmpC no deterg – blocks E. coli AmpC beta-lactamase in detergent-free assay; AmpC nitrocefin hydrolysis, absorbance 480 nm, 0.0001% Triton; Potency, µM (titrated, usually from 57.1 µM), inactives show top-dose activity change, negative = inhibition, actives largely listed as inhibitors; 330,000 compounds, 0.52% hits; AID 485341;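 further: potency means the concentration at half of the fitted maximal effect; plate controls were no compound for no effect and no enzyme for full effect; nearly all actives have a fitted effect of over 20% in size; some results filed as inactive show a strong effect at the top dose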
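AmpC (5.3 nM in the dispensed reagent) in 20 mM phosphate pH 7.0 with 0.01% (detergent screen) or 0.0001% Triton X-100 was preincubated with compounds for 15 min at room temperature. Nitrocefin was then added from an 800 uM solution, and hydrolysis was followed at 480 nm.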
LmPK inh – blocks Leishmania mexicana pyruvate kinase activity; purified LmPK, Kinase-Glo ATP luminescence, 1 h; Potency, µM (doses to about 57.5 µM), for the others: top-dose activity change, negative = inhibition, most hits filed as inhibitors; 290,000 compounds, 0.37% hits; Q27686; further: potency means the concentration at half of the fitted maximal effect
Target sequence (Q27686 whole entry, looked up): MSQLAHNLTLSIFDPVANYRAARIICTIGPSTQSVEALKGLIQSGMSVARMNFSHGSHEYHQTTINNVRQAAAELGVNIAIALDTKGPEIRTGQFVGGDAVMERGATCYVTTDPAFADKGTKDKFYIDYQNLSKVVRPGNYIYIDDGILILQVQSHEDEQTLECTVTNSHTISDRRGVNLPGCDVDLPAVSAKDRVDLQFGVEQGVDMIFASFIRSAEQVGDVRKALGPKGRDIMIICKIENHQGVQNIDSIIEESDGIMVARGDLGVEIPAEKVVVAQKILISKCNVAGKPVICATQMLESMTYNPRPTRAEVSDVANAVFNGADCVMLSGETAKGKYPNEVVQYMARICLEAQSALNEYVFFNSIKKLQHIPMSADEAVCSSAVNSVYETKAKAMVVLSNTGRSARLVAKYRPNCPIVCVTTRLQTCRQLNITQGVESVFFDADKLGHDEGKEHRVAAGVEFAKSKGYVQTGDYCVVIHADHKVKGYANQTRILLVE
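Pyruvate kinase activity monitored as ATP production (luciferase luminescence). Conditions: 0.1 nM enzyme, 0.5 mM PEP, 0.1 mM ADP, 1 h, RT; normalized against uninhibited and no-enzyme wells.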
Sm TGR inh – inhibitors of Schistosoma mansoni thioredoxin glutathione reductase | Q962Y6 | Potency, µM (titrated, usually from 114 µM), without a hit: top-dose activity change, negative = inhibition, actives largely listed as inhibitors | purified TGR, DTNB reduction, TNB absorbance 405 nm | 360,000 compounds, 3% hits; further: potency means the concentration at half of the fitted maximal effect; nearly all actives have a fitted effect of over 60% in size
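TGR 20 nM + NADPH 100 uM (dispensed conc.), cpd preinc 15 min RT; start with NADPH (500 uM addition) then DTNB (15 mM addition). Kinetic TNB absorbance, 405 nm filter. Four-parameter Hill fit across titration.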
HCMV inh – human cytomegalovirus inhibition; HFF cells, HCMV-luciferase reporter, 72 h; stronger effect = lower value; activity change, negative = inhibition, % at 57.5 µM; 410,000 compounds, 4.5% hits; AID 1259415; in the data active means activity change below about -60%; inconclusive means no clear call, values can overlap the other calls; inactive means above about -39%
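Compounds were evaluated in HFFs infected with an HCMV luciferase reporter virus (MOI 1 PFU/cell). Luciferase in lysates collected 72 h post infection served as the replication measure.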
TbPYK inhibitor – inhibitors of Trypanosoma brucei pyruvate kinase. 410,000 compounds, 0.12% hits. Potency, µM (top dose mostly 76.8 µM), for the others: at the highest dose activity, negative = inhibition, most hits filed as inhibitors. Q57TT1. TbPYK enzyme, Kinase-Glo Plus ATP luminescence, 45 min; further: potency means the concentration at half of the fitted maximal effect; nearly all actives have a fitted effect of over 50% in size
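In this concentration-response screen, enzyme-free wells defined baseline while DMSO plates tracked drift. Each reaction combined TbPYK, substrate, compound and 130 uM ADP for 45 min at room temperature. Kinase-Glo Plus luminescence gave the signal.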
AMA1-RON2 inh – disrupts binding of P. falciparum AMA1 to RON2 | AlphaScreen AMA1-biotinylated RON2 peptide binding | AID 720542 | Potency, µM (top dose mostly 58.2 µM), for inactives: at the top dose activity change, negative = inhibition, most hits filed as inhibitors | 360,000 compounds, 0.2% hits;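 further: potency means the concentration at half of the fitted maximal effect; 0% = vehicle wells and -100% = peptide control; nearly all actives have a fitted effect of over 45% in size; some results filed as inactive show a strong effect at the top dose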
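AMA1 (3D7) with his tag at 25 nM final met compounds first, then biotinylated RON2 peptide at 25 nM; detection used donor plus acceptor beads, 10 µg/mL apiece, read by AlphaScreen after 30 min at room temperature.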
Active calls of the source: *; ? = inconclusive; · = not tested or not shown; [ ] = remark or other dose. Unless noted, the call rests on the fitted dose curve; in most records, active means well fitted curve in the direction sought with a large enough effect; inconclusive means small, poorly fitted or top-dose-only effect, or another doubt; inactive means no such curve, though single readings can be large; an effect the other way counts as inactive or inconclusive. Unless noted, on the % scale 0 is the no-effect control and ±100 the full control effect.

The first 4 compounds (preview)
SMILES	AmpC inh detg	AmpC no deterg	LmPK inh	Sm TGR inh	HCMV inh	TbPYK inhibitor	AMA1-RON2 inh
CNC(=O)CSc1nnc(C(C)C)n1C	-9%	0%	-1%	·	29	12%	0%
CCNC(=O)N1C(CC(=O)OCC)C(=O)NC2CCCCC21 (stereo not drawn)	4%	-15%	1%	5%	21	?	1%
CCn1c(=O)cc(SCC(=O)Nc2cc(Cl)ccc2OC)c2ccccc21	1%	·	·	?	13	-3%	·
CC(=O)Nc1ccc(S(=O)(=O)N(C)CC(=O)NNC(=O)c2cccs2)cc1	·	-18%	·	·	0	0%	5%

The listing, from the start:
SMILES	AmpC inh detg	AmpC no deterg	LmPK inh	Sm TGR inh	HCMV inh	TbPYK inhibitor	AMA1-RON2 inh
CNC(=O)CSc1nnc(C(C)C)n1C	-9%	0%	-1%	·	29	12%	0%
CCNC(=O)N1C(CC(=O)OCC)C(=O)NC2CCCCC21 (stereo not drawn)	4%	-15%	1%	5%	21	?	1%
CCn1c(=O)cc(SCC(=O)Nc2cc(Cl)ccc2OC)c2ccccc21	1%	·	·	?	13	-3%	·
CC(=O)Nc1ccc(S(=O)(=O)N(C)CC(=O)NNC(=O)c2cccs2)cc1	·	-18%	·	·	0	0%	5%
N#Cc1c(NC(=O)CSc2nc(N)cc(=O)[nH]2)sc2c1CCCCCC2	?	-55%	1%	9%	?	3%	1%
O=C(/C=C/c1ccc(F)cc1)N1CCN(c2ccccn2)CC1	4%	0%	0%	5%	-17	-4%	7%
O=C(Nc1cccc(Cc2ccccc2)c1)Nc1cccc2[nH]c([C@@H]3O[C@H](CO)[C@@H](O)[C@H](O)[C@H]3O)nc12	·	·	·	·	-9	0%	-2%
Oc1oc(-c2ccccc2)nc1C=Nc1cccc2ccccc12	-10%	-49%	1%	-9%	80	12%	44%[activator]
COc1ccccc1N1CCN(c2ncnc3c2nc2n3CCCC2)CC1	-5%	·	·	3%	-25	-1%	·
COCCN(C(=O)C1CC(=O)N(Cc2ccc(C)cc2)C1)c1c(N)n(CC(C)C)c(=O)[nH]c1=O (stereo not drawn)	4%	-4%	·	0%	-26	5%	110%[activator]
CSc1ccc(S(=O)(=O)Nc2ccccc2C(=O)N2CCOCC2)cc1	2%	-6%	-11%	-6%	35	-11%	-4%
Cc1ccc(-c2nc3ccc(Br)cn3c2Cc2ccccc2C(F)(F)F)cc1	·	·	·	·	85	4%	1%
CCCCn1c2ccc(F)cc2c2nnc(SCCN3CCOCC3)nc21	1%	143%[activator]	-2%	?	?	-13%	-4%
COc1ccc(NC(=O)C2CCC(=O)N2S(=O)(=O)c2ccc(C)cc2)cc1Cl (stereo not drawn)	5%	6%	-4%	-8%	-4	4%	-1%
CN(CC(=O)Nc1cc(Cl)ccc1C#N)C1CCS(=O)(=O)C1 (stereo not drawn)	3%	-15%	·	-10%	64	-7%	2%
O=C(Cc1ccc(F)cc1)N1CCN=C1SCc1cccc([N+](=O)[O-])c1	?	-50%	3%	-7%	35	-3%	-5%
CCOC(=O)C1=C(O)C(=O)N(CCCn2ccnc2)C1c1ccc(C)cc1 (stereo not drawn)	-1%	-18%	3%	16%	-38	1%	-6%
COC(=O)c1cc(F)c(-n2cncn2)c(F)c1	3%	-14%	-2%	28%	31	3%	-3%
CC(=O)N1CCSc2ccc(S(=O)(=O)Nc3ccccc3C)cc21	-1%	-16%	14%	-16%	-12	-6%	-1%
Cc1ccc(NC(=O)CN2C(=O)COc3ccc(S(=O)(=O)N4CCCCC4)cc32)cc1Cl	20%	·	·	4%	4	-3%	·
N#Cc1c(Cl)c(Cl)c2nnc(-c3ccc(Br)cc3)n2c1Cl	-1%	-35%	?	?	36	·	·
Cc1ccc(S(=O)(=O)N2CCOC2CNC(=O)C(=O)NCc2ccc(Cl)cc2)cc1 (stereo not drawn)	0%	1%	-1%	-19%	-13	-10%	-8%
COc1ccc2oc(-c3cccc(NC(=O)c4ccc(C#N)cc4F)c3)nc2c1	1%	·	·	11%	14	-1%	·
CCOc1ccccc1CN1CCNC(=O)C1CC(=O)NCCN1CCOC1=O (stereo not drawn)	?	0%	6%	-32%	-3	-4%	3%
O=C(CC[C@H]1O[C@@H](n2cnc3c(NC(=O)c4ccccc4)ncnc32)[C@H](O)[C@@H]1O)NCC(c1ccccc1)c1ccccc1	·	·	·	·	12	1%	34%[activator]
Continuation:
SMILES	AmpC inh detg	AmpC no deterg	LmPK inh	Sm TGR inh	HCMV inh	TbPYK inhibitor	AMA1-RON2 inh
CC(C)(C)C(=O)CN1C(=O)NC(C)(Cc2ccc3c(c2)OCO3)C1=O (stereo not drawn)	-2%	23%	-5%	-5%	-23	-12%	-6%
O=S(=O)(c1ccc(Cl)cc1)N1CCCc2ccccc21	0%	-36%	-3%	7%	-9	3%	33%[activator]
CN(C=O)CP(=O)(O)CN1CCCCC1	?	-13%	-3%	2%	·	·	·
CCCC(C)c1nc(C(N)=O)c2[nH]c(=O)n(-c3ccc(OC)cc3OC)c2n1 (stereo not drawn)	-9%	3%	0%	6%	·	0%	12%
O=S(=O)(CCC1CCCCN1)c1ccccc1 (stereo not drawn)	0%	-11%	2%	0%	7	-3%	-13%
Cc1ccccc1-n1c(=O)n(Cc2ccc(C(=O)O)cc2)c(=O)c2[nH]cnc21	0%	-16%	8%	14%	-2	-2%	3%
CC(C)(C)n1ncc2c(=O)n(CC(=O)N3CCCCCC3)cnc21	?	-8%	-3%	5%	1	6%	8%
CSCCC(NS(=O)(=O)c1ccc(F)cc1)C(=O)NCc1ccc(S(N)(=O)=O)cc1 (stereo not drawn)	?	-25%	-3%	-2%	5	-2%	-4%
O=C(Nc1ccc(C(=O)O)cc1)Nc1ccc(F)cc1F	7%	-18%	6%[11.5 µM]	20%	-25	-2%	-6%
O=C1COc2ccc(C(=O)COC(=O)CNS(=O)(=O)c3cccc(F)c3)cc2N1	3%	-13%	·	-14%	-5	6%	-3%
N#CNC(=Nc1ccccc1)SCc1ccc(C(=O)O)cc1	6%	-23%	1%	20%	-2	2%	-11%
Cc1ccc(NS(=O)(=O)c2ccc(N/N=C/c3ccncc3)c([N+](=O)[O-])c2)c(C)c1	-10%	-20%	2%	-5%	-9	-6%	-4%
Cc1ccc(S(=O)(=O)N2CCN(S(=O)(=O)c3ccc(C)cc3)C3OCCOC32)cc1 (stereo not drawn)	-5%	-7%	0%	-9%	-4	3%	17%
Oc1c(CN2CCOCC2)cc(-c2ccccc2)cc1CN1CCOCC1	-1%	110%[activator]	-7%	6%	11	2%	13%
COc1ccc(N2CCN(S(=O)(=O)c3ccc(-c4coc(C)n4)cc3)CC2)cc1	4%	·	·	-16%	-11	-4%	·
O=C(O)CC(CC(=O)Nc1ccc(-n2ccc(C(F)(F)F)n2)cc1)c1ccccc1 (stereo not drawn)	-3%	-4%	3%	6%	68	-11%	-10%
Cc1cc(/C=C2\SC(=Nc3ccccc3)NC2=O)c(C)n1-c1ccc(S(N)(=O)=O)cc1	-20%	1%	2%	?	-96*	-11%	-1%
CC(=O)CSc1nc2c(c(=O)[nH]c(=O)n2C)n1CCCc1ccccc1	-10%	-6%	-1%	13%	141	4%	17%
COC(=O)CCCCCN1C(=O)NC(C2CC2)C(C(=O)OCc2ccccc2)=C1C (stereo not drawn)	·	·	·	·	-9	-7%	-9%
Cc1nc(-c2ccc(F)cc2)c(CC(=O)N(C)CC(=O)Nc2ccc(F)cc2)s1	?	8%	·	-13%	1	0%	42%[activator]
Cc1cc2nc(-c3ccc(SCC(=O)N4CCOCC4)nc3)[nH]c2cc1C	3%	42%	-18%	-1%	74	2%	-9%
Cc1ccc2nc(-c3ccc(Cl)c(NC(=O)COc4ccc(C(C)C)cc4)c3)oc2c1	0%	·	·	-14%	34	-6%	·
CN1CCc2c(sc3c2C(=O)NC(c2ccc(C(C)(C)C)cc2)N3)C1 (stereo not drawn)	0%	·	·	-21%	10	-11%	·
Cc1ccc(C)c(CN2C(=O)c3ccccc3S(=O)c3ccc(C(=O)NCCC4=CCCCC4)cc32)c1 (stereo not drawn)	19%	·	·	4%	-13	3%	·
COC(=O)CSc1nnc(CNC(=O)c2cc(OC)cc(OC)c2)n1-c1ccc(F)cc1	-6%	64%[activator]	9%	-2%	-7	-26%	0%
(listing goes on)
SMILES	AmpC inh detg	AmpC no deterg	LmPK inh	Sm TGR inh	HCMV inh	TbPYK inhibitor	AMA1-RON2 inh
COc1ccc(OC)c(C(C)NC(=S)NC2CCCCC2)c1 (stereo not drawn)	-7%	-22%	6%	0%	?	0%	-8%
Cc1ccc(C2CC(C(F)(F)F)n3nc(C(=O)NCc4c(C)nn(C)c4C)c(Cl)c3N2)cc1 (stereo not drawn)	-15%	137%[activator]	-3%	6%	?	1%	-16%
COc1ccc(NC(=O)c2ccc(-c3ccccc3Cl)o2)cc1	-15%	-8%	-2%	-13%	28	-6%	6%
COc1ccccc1NC(=O)Cn1c(=O)n(-c2ccc(C)cc2)c(=O)c2ccc(C(=O)NCc3ccco3)cc21	-3%	·	·	-14%	-29	-1%	·
CC1(C)CC(=O)C2=C(C1)OC(/N=C/N1CCCC1)=C(C#N)C2c1ccccc1 (stereo not drawn)	1%	2%	6%	4%	12	-2%	-10%
CSC1=N/C(=C\c2ccccc2Cl)C(=O)N1N(C)C	2%	-16%	2%	11%	8	0%	-10%
CCc1nc2c(OCc3ccc(F)c(F)c3)cccn2c1N(C)C(=O)c1ccco1	·	·	·	·	0	-7%	-2%
O=C(CSc1ccc(F)cc1)NCC1(N2CCOCC2)CCCCC1	0%	10%	·	-21%	-24	-8%	23%
COc1ccc(-c2noc(CN(C)Cc3ccccc3)n2)c(OC)c1OC	1%	47%	1%	-29%	57	4%	3%
CCOC(=O)[C@H]1[C@H]2COc3ccc(C)cc3[C@@H]2N2C(=O)c3cc(F)c(F)cc3NC(=O)[C@@]12C	-12%	-30%	·	-10%	-26	3%	-10%
CCCN1CCC(NC(=O)Nc2ccc(F)cc2F)CC1	-11%	-16%	0%	-7%	20	·	41%[activator]
Cc1cc2c(sc3c(C)ccc(C)c32)c(C)n1	-3%	79%[activator]	4%	0%	84	-5%	-11%
CS(=O)(=O)N1N=C(c2ccco2)CC1c1ccccc1Cl (stereo not drawn)	1%	-15%	1%	40µM*	0	-3%	2%
